From PubChem BioAssay
SUMO1 PPI mod: SUMO1-SIM interaction modulation. SUMO1 binding to a labelled peptide, TR-FRET, 1 h. inhibition, % at 20 µM. hit rate 0.33% among 360,000. AID 602429; in the data active = inhibition above about 37%
Scp-1 inhibitor: blocks human Scp-1 phosphatase activity. Q9GZU7. Recombinant Scp1, phosphopeptide, malachite green phosphate absorbance. inhibition, % at 20 µM. hit rate 0.88% among 340,000;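 active = inhibition above about 50% at 20 µM, limit read from the data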;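 also: plate controls were DMSO wells with enzyme for no effect and wells lacking enzyme for full effect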
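assay system = SCP-1 phosphatase catalytic domain, residues 76-261 | buffer or medium = 50 mM Tris acetate pH 5.5, 0.005% Tween-20, 10 mM MgCl2 | incubation = enzyme reaction 45 min at room temperature, colour 5 min, stabilisation 30 min | signal = Phosphate-binding colour reagent, absorbance read at 630 nm | measure = % inhibition at 20 µM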
Rpn11 block: Rpn11 (human) deubiquitinase inhibition | O00487 | calls only at 20 µM | AID 588493 | hit rate 0.59% among 360,000 | human 26S proteasome, Ub4-pepOG fluorescence polarization; 20S core pre-blocked with epoxomicin;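 active = inhibition at 20 µM, scaled to each plate's controls, above about 33%, limit read from the data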
CSN inh: CSN deneddylation inhibition; Q92905; Purified CSN, SCF-Nedd8-OG deneddylation, fluorescence polarization; inhibition, % at 12.5 µM; hit rate 0.38% among 360,000; AID 651999;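 active = pattern-corrected inhibition above about 35%, with an unprinted fluorescence ratio check between 0.5 and 1.5, limit read from the data, passing the limit was not always enough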;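 also: 0% = enzyme with substrate and 100% = substrate without enzyme; some results filed as inactive read as strong as hits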
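Material: human Csn5 produced in HEK293T cells; Input: enzyme 0.24 nM; Reagent: SCFSkp2-Nedd8OG substrate at 10 nM final; Dosing: 12.5 µM compound; Incubation: 90 min reaction at room temperature; Detection: fluorescence polarization of the substrate; Evaluation: % inhibition of substrate cleavage by Csn5; Control set: substrate-only high control, full reaction low control.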
MsrA inh: inhibits bovine methionine sulfoxide reductase A. purified bovine MsrA, absorbance read-out. inhibition, % at 15.5 µM. hit rate 0.75% among 360,000. AID 651718; in the data active = inhibition above about 4.5%;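 also: 0% = vehicle wells with enzyme and 100% = reference inhibitor wells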
DNMT1 inh: blocks human DNA methyltransferase DNMT1 | P26358 | DNMT1 molecular beacon, Hinp1I cleavage, fluorescence | inhibition (reported as % activation of signal), % at 10 µM | hit rate 0.83% among 360,000 | AID 588458; in the data active = inhibition above about 50%
STEP block: blocks human striatal-enriched tyrosine phosphatase; P54829; recombinant STEP, OMFP fluorogenic substrate, fluorescence; inhibition, % at 20 µM; hit rate 0.25% among 360,000; AID 588621;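 active = inhibition at 20 µM, scaled per plate between control wells, above about 37%, limit read from the data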;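 also: 0% = DMSO with enzyme and substrate and 100% = substrate only without enzyme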
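Assay system: isolated STEP enzyme / Timing: 20 min at room temperature, dark / Doses: 20 µM, 1% DMSO / Technique: fluorescence intensity, excitation 480 nm, emission 540 nm / Reagent: fluorogenic phosphatase substrate OMFP at 25 µM final / Measure: percent inhibition scaled to no-enzyme and uninhibited-enzyme controls, plate-pattern corrected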
Tb MetRS inh: Trypanosoma brucei MetRS inhibition; inhibition, % at 11.9 µM; purified T. brucei MetRS, ATP depletion, Kinase-Glo luminescence; AID 624268; hit rate 0.4% among 360,000;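 active = inhibition above a per-plate cutoff of the control wells' mean inhibition plus 3 SD, cut at about 5.5% in these data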;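 also: 0% = DMSO wells median and 100% = median of wells with control inhibitor compound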
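Test system: purified T. brucei MetRS enzyme. Also added: ATP, methionine and E. coli bulk tRNA substrates. Compound: 11.9 µM single point. Schedule: 15 min enzyme-compound preincubation, 2 h reaction, 10 min detection, 25 °C. Signal: luciferase luminescence of residual ATP, Kinase-Glo. Evaluation: percent inhibition versus plate control medians. Controls: DMSO wells, low control.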
LMPTP inh: LMPTP (human) inhibition; P24666; recombinant LMPTP-A, OMFP fluorogenic substrate, fluorescence intensity; inhibition, % at 20 µM; hit rate 0.22% among 360,000; AID 651560;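 active = compounds that cut the enzyme signal by at least half of the control window in the single-dose screen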;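 also: plate controls were DMSO wells with enzyme plus substrate for no effect and substrate without enzyme for full effect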
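Test system – LMPTP-A enzyme · Amount – LMPTP-A at 0.625 nM final in the reaction · Buffer or medium – Bis-Tris pH 6.0, DTT, detergent · Reagent – OMFP 400 µM · Doses – single 20 µM dose · Schedule – reaction 50 min, room temperature, dark · Detection – fluorescence intensity of OMFP turnover product · Evaluation – percent inhibition versus substrate-only and uninhibited controls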
NadD block: NadD (S. aureus) enzyme inhibition | hit rate 0.78% among 360,000 | inhibition, % at 20 µM | purified NadD enzyme, colorimetric absorbance read-out; in the data active = inhibition above about 26%; also: some compounds past the cut are filed as inactive
Starred values were filed as active, the others as inactive; i = inactive; · = not tested or not shown.

1	N#Cc1ccc(C(=O)NC(=S)N2CCN(C=O)CC2)cc1
2	Cc1ccc(NC(=O)COC(=O)CCc2ccc(S(=O)(=O)N3CCOCC3)cc2)cc1F
3	O=C(NC(c1ccccc1)c1ccsc1)C1CCN(Cc2ccc(Oc3ccccc3)cc2)CC1 (centres undefined)
4	N#Cc1ccc(C(=O)N2CCN(S(=O)(=O)c3ccc(Cl)s3)CC2)cc1
5	Cc1cc(C)c2cc(CN(Cc3cccs3)Cc3nnnn3CC3CCCO3)c(=O)[nH]c2c1 (centres undefined)
6	Cc1ccc(N2C(=O)CN(Cc3sccc3C)C2=S)cc1C
7	O=C(c1ccccc1)c1ccc(Oc2ncccn2)cc1
8	O=C(NN1C(=O)NC2(CCCCC2)C1=O)c1cc(F)cc(F)c1
9	CCOC(=O)C(Cc1c(F)cccc1F)(NC(C)=O)C(=O)OCC
10	CCCCOc1ccc(CONS(=O)(=O)c2ccc(NC(C)=O)cc2)cc1Cl
Compound | 1 | 2 | 3 | 4 | 5 | 6 | 7 | 8 | 9 | 10
SUMO1 PPI mod | -8.2 | 3.1 | -0.2 | -3.9 | 1.3 | -0.2 | -2.1 | 5.1 | 0.5 | 0.0
Scp-1 inhibitor | -1.1 | -9.0 | · | -5.7 | -2.5 | -19.6 | -3.4 | -6.1 | 4.7 | -2.7
Rpn11 block | i | i | i | i | i | i | i | i | i | i
CSN inh | 0.1 | -3.5 | 0.8 | 1.4 | -0.1 | -0.6 | 3.6 | -5.6 | -3.7 | -0.2
MsrA inh | 1.0 | -1.8 | -0.8 | -1.2 | 0.5 | -0.9 | -0.8 | 0.1 | 0.6 | -0.7
DNMT1 inh | 2.6 | -5.7 | -4.8 | 0.8 | -2.3 | 0.6 | 2.0 | 3.8 | 0.3 | -13.2
STEP block | 0.4 | -4.1 | 3.8 | -1.9 | 1.4 | 1.3 | 1.4 | 3.4 | 0.3 | -3.0
Tb MetRS inh | -0.4 | 0.3 | -0.1 | -0.4 | 0.0 | 0.5 | -0.5 | -0.2 | 0.2 | 0.8
LMPTP inh | -0.6 | 0.6 | 2.0 | -1.9 | 1.0 | 1.6 | -0.5 | -2.3 | -1.1 | 2.5
NadD block | 2.2 | -5.3 | -1.8 | -3.0 | 3.1 | -10.7 | -6.9 | -2.0 | -1.4 | -7.3

11	CCOc1cc(S(=O)(=O)NC2CC(C)(C)NC(C)(C)C2)ccc1Cl
12	CCN(C(=O)CSc1nnc(-c2ccncc2)n1C)C1CCS(=O)(=O)C1 (centres undefined)
13	O=c1cc(NC2CCCCC2)[nH]c(=O)[nH]1
14	O=C(Nc1ccc(S(=O)(=O)N2CCCC2)cc1)c1cccnc1
15	CCCNC(=O)C(=O)NCC(c1ccc2c(c1)OCO2)N1CCN(c2ccc(F)cc2)CC1 (centres undefined)
16	O=c1[nH]cc(NCCc2ccccc2)c(=O)[nH]1
17	CCOC(=O)C1(CCOc2ccccc2)CCN(CC2CC2)CC1
18	CCCc1c(C(=O)N/N=C/c2ccc(OCc3ccccc3)c(OC)c2)nnn1-c1nonc1N
19	CC(C)NC(=S)NN=C1c2ccccc2-c2ccccc21
20	Cc1cccc(-n2c(=O)c3c(n4cnnc24)-c2ccccc2CC32CCCCC2)c1
Compound | 11 | 12 | 13 | 14 | 15 | 16 | 17 | 18 | 19 | 20
SUMO1 PPI mod | 0.8 | 1.4 | 3.3 | 0.3 | -0.8 | -1.7 | 3.9 | 1.8 | -1.3 | -5.4
Scp-1 inhibitor | 12.2 | 1.1 | -7.3 | 9.2 | -2.3 | -7.0 | -7.3 | -3.4 | -10.6 | 1.9
Rpn11 block | i | i | i | i | i | i | i | i | i | i
CSN inh | 1.5 | -2.9 | -4.7 | 0.0 | -0.6 | -1.0 | -3.6 | 1.9 | 3.9 | -2.5
MsrA inh | -0.2 | -0.7 | -1.6 | 1.8 | 1.3 | 1.7 | 0.6 | 0.1 | 1.6 | -1.4
DNMT1 inh | 4.2 | -1.4 | -10.1 | 4.3 | -3.4 | -13.3 | 0.1 | -11.6 | 0.5 | 0.2
STEP block | -2.5 | -3.9 | -2.5 | 0.3 | -2.6 | -0.4 | -0.8 | 1.4 | 1.7 | 6.6
Tb MetRS inh | -1.5 | -0.4 | -0.1 | 0.1 | -0.1 | -0.3 | -0.8 | -0.4 | -1.1 | -0.4
LMPTP inh | 1.7 | 1.0 | -0.6 | 0.7 | -0.3 | 0.8 | 0.8 | 5.4 | 1.3 | 0.8
NadD block | -7.7 | 1.0 | -2.4 | -3.3 | -6.9 | 4.8 | -0.2 | 34.7* | -5.8 | 13.5

4 entries from above, reformatted.
2: Cc1ccc(NC(=O)COC(=O)CCc2ccc(S(=O)(=O)N3CCOCC3)cc2)cc1F
  SUMO1 PPI mod: 3.1
  Scp-1 inhibitor: -9.0
  Rpn11 block: i
  CSN inh: -3.5
  MsrA inh: -1.8
  DNMT1 inh: -5.7
  STEP block: -4.1
  Tb MetRS inh: 0.3
  LMPTP inh: 0.6
  NadD block: -5.3
3: O=C(NC(c1ccccc1)c1ccsc1)C1CCN(Cc2ccc(Oc3ccccc3)cc2)CC1 (centres undefined)
  SUMO1 PPI mod: -0.2
  Scp-1 inhibitor: ·
  Rpn11 block: i
  CSN inh: 0.8
  MsrA inh: -0.8
  DNMT1 inh: -4.8
  STEP block: 3.8
  Tb MetRS inh: -0.1
  LMPTP inh: 2.0
  NadD block: -1.8
4: N#Cc1ccc(C(=O)N2CCN(S(=O)(=O)c3ccc(Cl)s3)CC2)cc1
  SUMO1 PPI mod: -3.9
  Scp-1 inhibitor: -5.7
  Rpn11 block: i
  CSN inh: 1.4
  MsrA inh: -1.2
  DNMT1 inh: 0.8
  STEP block: -1.9
  Tb MetRS inh: -0.4
  LMPTP inh: -1.9
  NadD block: -3.0
5: Cc1cc(C)c2cc(CN(Cc3cccs3)Cc3nnnn3CC3CCCO3)c(=O)[nH]c2c1 (centres undefined)
  SUMO1 PPI mod: 1.3
  Scp-1 inhibitor: -2.5
  Rpn11 block: i
  CSN inh: -0.1
  MsrA inh: 0.5
  DNMT1 inh: -2.3
  STEP block: 1.4
  Tb MetRS inh: 0.0
  LMPTP inh: 1.0
  NadD block: 3.1

Continued:
21	O=C(O)CC(Cc1ccc(Cl)cc1)C(=O)Nc1ccc([N+](=O)[O-])cc1 (centres undefined)
22	COc1ccc(/C=N/Nc2ccccc2C(=O)O)cc1
23	COc1ccc(CN(C)C(=O)/C=C/c2ccc(S(=O)(=O)N3CCOCC3)cc2)cc1F
24	O=C(NC1CCCCC1)C(c1cccc2ccccc12)n1c(=O)c(-c2ccco2)nc2ccccc21 (centres undefined)
25	COc1ccc(-n2cc(-c3ccccc3)c3c(NCCOCCO)ncnc32)cc1
26	CSc1nc2c(=S)[nH]c(=S)[nH]c2s1
Compound | 21 | 22 | 23 | 24 | 25 | 26
SUMO1 PPI mod | -10.6 | -4.2 | -18.4 | -3.9 | 6.4 | -0.4
Scp-1 inhibitor | -5.7 | -2.8 | -9.6 | · | -4.5 | ·
Rpn11 block | i | i | i | · | i | i
CSN inh | -1.8 | 0.2 | 1.7 | 28.5 | -0.8 | -3.0
MsrA inh | 4.2 | 2.7 | 1.2 | 0.1 | 0.3 | 0.3
DNMT1 inh | -0.3 | 0.2 | -0.6 | · | -15.7 | -3.3
STEP block | -1.2 | 42.5* | -0.5 | · | -2.1 | 7.3
Tb MetRS inh | 0.7 | -0.2 | -0.2 | -0.3 | -0.4 | -1.2
LMPTP inh | 0.4 | -1.1 | 0.1 | 2.9 | 2.0 | 2.3
NadD block | 1.9 | 1.4 | 2.5 | · | -0.6 | 4.8
